Avidin bead fluor: compound fluoresces at 488/530 nm on avidin beads. 220,000 tested, 0.38% active. compound fluorescence 488/530 nm, flow cytometry; hits give high values. AID 1775. fluorescence (KMESF) at 10 µM; in the data active = fluorescence above about 47; also: inactives centre near 10
ABCG2 inh: blocks JC-1 efflux by human ABCG2 transporter; Q9UNQ0; IgMXP3 cells, flow cytometry; inhibition, % at 6.6 µM; 190,000 tested, 0.1% active; AID 1325;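 active = inhibition above 80%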;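 also: 0% = DMSO and 100% = nicardipine control wells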
Target sequence (Q9UNQ0 whole entry, looked up): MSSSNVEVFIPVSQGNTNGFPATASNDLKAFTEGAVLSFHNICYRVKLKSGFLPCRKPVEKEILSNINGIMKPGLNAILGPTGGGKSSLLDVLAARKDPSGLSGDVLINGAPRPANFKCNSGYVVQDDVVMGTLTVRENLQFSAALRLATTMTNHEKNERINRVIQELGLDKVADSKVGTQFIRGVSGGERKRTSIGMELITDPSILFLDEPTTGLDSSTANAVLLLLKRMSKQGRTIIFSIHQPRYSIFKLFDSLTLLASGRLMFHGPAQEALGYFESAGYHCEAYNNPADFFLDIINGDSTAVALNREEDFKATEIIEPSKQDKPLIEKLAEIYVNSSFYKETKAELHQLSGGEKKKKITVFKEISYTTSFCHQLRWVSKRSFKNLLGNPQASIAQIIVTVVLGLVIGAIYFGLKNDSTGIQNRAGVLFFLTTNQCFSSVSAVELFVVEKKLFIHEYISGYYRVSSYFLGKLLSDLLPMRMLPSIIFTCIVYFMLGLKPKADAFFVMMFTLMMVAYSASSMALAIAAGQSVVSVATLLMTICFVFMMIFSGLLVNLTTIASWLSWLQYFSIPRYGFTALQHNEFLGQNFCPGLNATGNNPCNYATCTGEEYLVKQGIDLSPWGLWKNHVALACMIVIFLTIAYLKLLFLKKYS
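Read-out basis: Efflux inhibition in percent versus controls | Test system: ABCG2 IgMXP3 and barcoded ABCB1 CCRF-Adr cell mix | Quantity: 3 million cells/mL in well | Schedule: 10 min at 25 °C | Control set: Nicardipine as high control, DMSO as low control | Reagent: JC-1 as fluorescent efflux pump substrate | Signal: Flow cytometry of retained JC-1 fluorescence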
Pf gametocyte: kills late stage P. falciparum gametocytes; P. falciparum stage V gametocytes, ATP luminescence, 24 h; 150,000 tested, 0.065% active; inhibition, % at 10.9 µM;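 active = inhibition above the mean plus 3 SD of compounds within the control limits, set per campaign, cut at about 38% in these data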;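 also: 0% = DMSO wells and 100% = medium only without gametocytes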
GSH fluor: compound fluoresces at 488/530 nm on GSH beads; GSH beads flow cytometry, compound fluorescence 488/530 nm; hits give high values; fluorescence (KMESF) at 10 µM; 190,000 tested, 0.25% active; in the data active = fluorescence above about 89;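 also: glutathione beads carrying GST-tagged Bcl family fusion proteins plus one bare bead set; values are compound well signal with DMSO vehicle wells as background; inactives centre near 16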
Active calls of the source: *; / = no result given. The list is partial; the hit share may differ from the screen's.

cpd | Structure | Avidin bead fluor | ABCG2 inh | Pf gametocyte | GSH fluor
1 | C=C1C(=O)O[C@@H]2C[C@@H](C)[C@@H]3C=CC(=O)[C@@]3(C)[C@@H](O)[C@H]12 | 10 | / | / | /
2 | C=C1C(=O)O[C@@H]2C[C@@H](C)[C@@H]3C4OC4C(=O)[C@@]3(C)[C@@H](O)[C@H]12 (stereo not given in full) | 9 | / | / | /
3 | COc1cc2c(cc1OC)C13CCN4CC5=CCOC6CC(=O)N2C1C6C5CC43 (stereo not given) (tested in a mixture with another compound) | 6 | / | / | /
4 | O=C1CN=C(c2ccc[nH]2)c2cc(Cl)ccc2N1 | 5 | / | / | /
5 | N=Cc1c(O)n(-c2ccccc2)c(=O)n(-c2ccccc2)c1=O | 3 | / | / | /
6 | COC12C(COC(N)=O)C3=C(C(=O)C(C)=C(N)C3=O)N1CC1C2N1C (stereo not given) | 6 | / | / | /
7 | C=C(COC(C)=O)CC1CC(O)[C@]2(C)OC3CC4OC5C[C@]6(C)O[C@]7(C)CCC8OC9C[C@]%10(C)OC%11C(C)=CC(=O)OC%11CC%10OC9C[C@@H](C)C8OC7CC6O[C@]5(C)C/C=C\C4OC3CC2O1 (stereo not given in full) | 10 | / | / | /
8 | O=C(O)CN1C(=O)CN=C(c2ccccn2)c2cc(Cl)ccc21 | 3 | / | / | /
9 | COC(=O)c1nc(-c2ccc3c(n2)C(=O)C(N)=C(OC)C3=O)c(N)c(-c2ccc(OC)c(OC)c2O)c1C | 6 | / | / | /
10 | S=P(NC1CCCCC1)(N1CC1)N1CC1 | 10 | / | / | /
11 | Cc1ncc([N+](=O)[O-])n1CCOC(N)=O | 7 | / | / | /
12 | O=[N+]([O-])c1ccc(-c2ccccc2)c([As](=O)(O)O)c1 | 5 | / | / | /
13 | NC(=O)c1ccc(C(=O)Nc2ccc([As](=O)(O)O)cc2)cc1 | 6 | / | / | /
14 | CSc1nc(N)c(N=Nc2ccc([As](=O)(O)O)cc2)c(=O)[nH]1 | 5 | / | / | /
15 | CC(C)=CCc1c(O)cc2c(c1O)C(=O)CC(c1ccc(O)cc1)O2 (stereo not given) | 9 | / | / | /
16 | O=c1c2ccccc2nc(/C=C/c2ccc(F)cc2)n1-c1ccccn1 | 6 | / | / | /
17 | C[C@@H]1C[C@H]2OC(=O)C3(CO3)[C@H]2[C@H](O)[C@]2(C)C(=O)C3OC3[C@@H]12 (stereo not given in full) | 16 | / | / | /
18 | COc1ccc2c(c1)NP(=S)(Oc1ccccc1)N2 (stereo not given) | 6 | / | / | /
19 | O=C(O)CC1OCC=C2CN3CCC45c6ccccc6NC4C1C2CC35 (stereo not given) | 15 | / | / | /
20 | C[C@]12CCC(=O)C[C@@H]1CC[C@@H]1[C@@H]2CC[C@@]2(C)[C@H]1CC[C@]2(C)O | 6 | 0 | / | 68
21 | Oc1ccc2c3c1OC1C(O)CC[C@@]4(O)[C@@H](C2)N(CC2CCC2)CC[C@]314 (stereo not given in full) | 6 | -1 | / | 68
22 | CCNC(=O)[C@H]1O[C@@H](n2cnc3c(N)ncnc32)[C@H](O)[C@@H]1O | 6 | 0 | / | 70
23 | CS(=O)(=O)Nc1ccc(Cc2noc(-c3ccc4[nH]cc(CCN)c4c3)n2)cc1 | 6 | -1 | / | 64
24 | C[C@]12CC(=CO)C(=O)C[C@@H]1CC[C@@H]1[C@@H]2CC[C@@]2(C)[C@H]1CC[C@]2(C)O | 7 | 0 | / | 68

Compounds from the list above that have nitrogen in an aromatic ring:
cpd | Structure | Avidin bead fluor | ABCG2 inh | Pf gametocyte | GSH fluor
4 | O=C1CN=C(c2ccc[nH]2)c2cc(Cl)ccc2N1 | 5 | / | / | /
5 | N=Cc1c(O)n(-c2ccccc2)c(=O)n(-c2ccccc2)c1=O | 3 | / | / | /
8 | O=C(O)CN1C(=O)CN=C(c2ccccn2)c2cc(Cl)ccc21 | 3 | / | / | /
9 | COC(=O)c1nc(-c2ccc3c(n2)C(=O)C(N)=C(OC)C3=O)c(N)c(-c2ccc(OC)c(OC)c2O)c1C | 6 | / | / | /
11 | Cc1ncc([N+](=O)[O-])n1CCOC(N)=O | 7 | / | / | /
14 | CSc1nc(N)c(N=Nc2ccc([As](=O)(O)O)cc2)c(=O)[nH]1 | 5 | / | / | /
16 | O=c1c2ccccc2nc(/C=C/c2ccc(F)cc2)n1-c1ccccn1 | 6 | / | / | /
22 | CCNC(=O)[C@H]1O[C@@H](n2cnc3c(N)ncnc32)[C@H](O)[C@@H]1O | 6 | 0 | / | 70
23 | CS(=O)(=O)Nc1ccc(Cc2noc(-c3ccc4[nH]cc(CCN)c4c3)n2)cc1 | 6 | -1 | / | 64

Later entries
cpd | Structure | Avidin bead fluor | ABCG2 inh | Pf gametocyte | GSH fluor
25 | Cc1nnc2n1-c1ccc(Cl)cc1C(c1ccccc1)=NC2 | 7 | 0 | / | 65
26 | Cc1cc(N(CCCl)CCCl)ccc1/C=N/N=C(\N)c1cnccn1 | / | / | 14 | /
27 | COC(=O)C1=C(c2ccc(F)cc2F)C[C@@H]2CC[C@H]1N2C(=O)NC1Cc2ccccc2C1 | / | / | 15 | /
28 | COC(=O)C1=C(c2cc3ccccc3s2)C[C@@H]2CC[C@H]1N2C(=O)NCCS(C)=O (stereo not given in full) | / | / | 8 | /
29 | CN1CCCC(C(=O)c2ccc(-c3ccccc3)cc2)C1 (stereo not given) | / | / | 14 | /
30 | COC(=O)C1=C(c2cccc(C#N)c2)C[C@@H]2CC[C@H]1N2C(=O)NCCOc1ccccc1 | / | / | 13 | /
31 | S=C(NCCc1ccccc1)NCCc1cnc[nH]1 | / | / | -3 | /
32 | Cc1nc2cc([N+](=O)[O-])ccc2c(=O)n1-c1cccc(Br)c1 | / | / | -11 | /
33 | C[C@]12CC[C@H](O)C[C@@H]1CC[C@@H]1[C@@H]2CC[C@]2(C)[C@@H](C(=O)O)C[C@@H]12 | / | / | -7 | /
34 | CC(Cc1ccccc1)N1C(=O)c2ccccc2C1=O (stereo not given) | / | / | 4 | /
35 | COC(=O)c1c2[n+](cc3cc(OC)c(OC)cc13)CCc1cc(OC)c(OC)cc1-2 | / | / | 6 | /
36 | COC(=O)C1=C(c2ccc(F)cc2OCc2ccccc2)C[C@@H]2CC[C@H]1N2C(=O)NCc1ccc(Br)cc1 | / | / | 0 | /

Fetched by structure from above:
cpd | Structure | Avidin bead fluor | ABCG2 inh | Pf gametocyte | GSH fluor
36 | COC(=O)C1=C(c2ccc(F)cc2OCc2ccccc2)C[C@@H]2CC[C@H]1N2C(=O)NCc1ccc(Br)cc1 | / | / | 0 | /
26 | Cc1cc(N(CCCl)CCCl)ccc1/C=N/N=C(\N)c1cnccn1 | / | / | 14 | /

The listing continues.
cpd | Structure | Avidin bead fluor | ABCG2 inh | Pf gametocyte | GSH fluor
37 | COc1cccc(C(=O)C2CCCN(Cc3ccc(F)cc3)C2)c1 (stereo not given) | / | / | 4 | /
38 | CC1CCC(C)(NS(=O)(=O)OCC(Cl)(Cl)Cl)CC1 (stereo not given) | / | / | 27 | /
39 | COC(=O)C1=C(c2cccc(C#N)c2)C[C@@H]2CC[C@H]1N2C(=O)NCCOc1ccc(OC)cc1 | / | / | -9 | /
40 | COC(=O)C1=C(c2ccc(F)cc2OCc2ccccc2)C[C@@H]2CC[C@H]1N2C(=O)NCc1cccc(OC)c1 | / | / | 35 | /
41 | CC(=O)OC1CCC2(/C=N/O)C(=CCC3C4CCC(=O)C4(C)CCC32)C1 (stereo not given) | / | / | 11 | /
42 | CCN1CCN(Cc2cc3c(cc2[N+](=O)[O-])OCO3)CC1 | / | / | 15 | /
43 | Cc1ccc(NP(=O)(Oc2ccccc2)Oc2ccccc2)cc1 | / | / | 5 | /
44 | O=C(c1ccc(Cl)cc1)N1CCC2(CC1)OCCO2 | / | / | -4 | /
45 | COC(=O)C1=C(c2ccc(OC(F)(F)F)cc2)C[C@@H]2CC[C@H]1N2C(=O)NCCCOC(C)C | / | / | 10 | /
46 | COC(=O)C1=C(c2ccc(OC(F)(F)F)cc2)C[C@@H]2CC[C@H]1N2C(=O)NC(C)C | / | / | 8 | /
47 | Cc1ccccc1-[n+]1c(-c2ccccc2)cc(-c2ccccc2)cc1-c1ccccc1 | / | / | -5 | /
48 | CCOC(=O)C1(CCc2ccccc2)CCN(C(C)CSC)CC1 (stereo not given) | / | / | -21 | /
49 | COC(=O)C1=C(c2ccc(S(C)(=O)=O)cc2)C[C@@H]2CC[C@H]1N2C(=O)N1CCC(O)CC1 | / | / | -11 | /
50 | COc1ccc2[nH]cc(CCNCc3cccnc3)c2c1 | / | / | 10 | /
51 | Cc1ccc(C2CC3CCC(C2)N3Cc2ccccc2F)cc1 (stereo not given) | / | / | -26 | /
52 | COC(=O)C1=C(c2cc3ccccc3s2)C[C@@H]2CC[C@H]1N2C(=O)N1CCC(C)CC1 | / | / | 12 | /
53 | Cn1c(O)c(C(=Nc2ccccc2)SCc2ccc(Cl)cc2)c(=O)n(C)c1=O | / | / | 4 | /
54 | CCC1(c2ccc(-c3ccccc3)cc2)C(=O)NC(=O)NC1=O | / | / | -21 | /
55 | COC(=O)C1=C(c2cccc(C#N)c2)C[C@@H]2CC[C@H]1N2C(=O)NC1CCCCC1 | / | / | 6 | /
56 | CC1CN=C(NCc2ccccc2Cl)S1 (stereo not given) | / | / | 8 | /
57 | Cc1ccc(-c2cc(-c3ccc(C)cc3)[n+](-c3ccc(C(=O)O)cc3)c(-c3ccc(C)cc3)c2)cc1 | / | / | -10 | /
58 | COC(=O)C1=C(c2ccc(OC)c(OC)c2)C[C@@H]2CC[C@H]1N2C(=O)NCCCOC(C)C | / | / | -6 | /
59 | Cc1csc(NC(=O)C(Cl)c2ccccc2)n1 (stereo not given) (tested in a mixture with another compound) | / | / | -26 | /
60 | COC(=O)C1=C(c2cc3ccccc3o2)C[C@@H]2CC[C@H]1N2C(=O)N1CCC(O)CC1 | / | / | 11 | /
61 | COC(=O)C1=C(c2ccc(OC(F)(F)F)cc2)C[C@@H]2CC[C@H]1N2C(=O)NC1CC1 | / | / | 0 | /
62 | CN(CC#CCN1CCCC1)C(=O)c1cccc(Cl)c1 | / | / | -9 | /
63 | COc1cc(OC)c(OC)cc1CNCCc1ccc(F)cc1 | / | / | -2 | /
64 | COc1ccc2[nH]c3c(c2c1)CCNC3C (stereo not given) | / | / | -10 | /
65 | Cc1ccc(N=Cc2c(O)n(-c3ccc(C)cc3)c(=O)[nH]c2=O)cc1 | / | / | 7 | /
66 | O=[N+]([O-])c1ccccc1-c1cc(-c2ccccc2)cc(-c2ccccc2)[n+]1Cc1ccccc1Cl | / | / | 5 | /
67 | Cc1ccc(C(O)P(=O)(Oc2ccccc2)Oc2ccccc2)cc1 (stereo not given) | / | / | 10 | /
68 | Cc1ccc(-n2c(CNCc3ccc(F)cc3)nc3ccccc3c2=O)cc1 | / | / | 4 | /
69 | COc1ccccc1CCNCc1cccc(C(F)(F)F)c1 | / | / | 5 | /
70 | COc1ccc2c(c1OC)C(=O)OC2C1c2cc3c(cc2CCN1C)OCO3 (stereo not given) | / | / | 1 | /
71 | CCOc1ccc(N2C(=O)CC(=O)NC2=O)cc1 | / | / | -1 | /
72 | Cc1nc2ccccc2c(=O)n1/N=C/c1cc(Br)cc(Br)c1O | / | / | 9 | /
73 | COC(=O)C1=C(c2cccc(NC(C)=O)c2)C[C@@H]2CC[C@H]1N2C | / | / | 12 | /
74 | COC(=O)C1=C(c2cc3ccccc3o2)C[C@@H]2CC[C@H]1N2C(=O)NCc1ccc(F)cc1 | / | / | -22 | /
75 | COC(=O)C1=C(c2ccc(F)cc2OCc2ccccc2)C[C@@H]2CC[C@H]1N2C(=O)NCc1ccccc1Br | / | / | 30 | /
76 | C[n+]1c(-c2ccccc2)sc2ccccc21 | / | / | -9 | /
77 | NP(=O)(OCC(F)(F)F)Oc1ccccc1 (stereo not given) | / | / | -2 | /
78 | COC(=O)C1=C(c2cccc(OCc3ccccc3)c2)C[C@@H]2CC[C@H]1N2C(=O)NCCOc1ccc(OC)cc1 | / | / | -15 | /
79 | CCOC(=O)[C@@H]1[C@H]2COc3ccc(Br)cc3[C@@H]2N2C(=O)N(c3cccc(C)c3)C(=O)[C@]12C | / | / | 12 | /
80 | COC(=O)C1=C(c2ccc(F)cc2OCc2ccccc2)C[C@@H]2CC[C@H]1N2C(=O)NC1Cc2ccccc2C1 | / | / | -22 | /
81 | COC(=O)C1=C(c2ccc(-c3ccccc3)c(F)c2)C[C@@H]2CC[C@H]1N2C(=O)N1CCCC1 | / | / | 6 | /
82 | CN(C(=O)Cc1ccc2c(c1)OCO2)C1CCCN(Cc2ccccc2F)C1 (stereo not given) | / | / | -17 | /
83 | O=C(O)Cn1cc(C(=O)c2ccccc2F)c2ccccc21 | / | / | 4 | /
84 | c1ccc(C[n+]2ccccc2)cc1 | / | / | 3 | /
85 | COc1ccc(C2(c3cccc(O)c3OC)CCN(C(C)=O)CC2)cc1O | / | / | 7 | /
86 | COC(=O)C1=C(c2ccc(S(C)(=O)=O)cc2)C[C@@H]2CC[C@H]1N2C(=O)NCCS(C)=O (stereo not given in full) | / | / | -13 | /
87 | CCOC(=O)C1(CCOc2ccccc2)CCN(Cc2ccccc2OC)CC1 | / | / | -8 | /
88 | O=P(Oc1ccccc1)(Oc1ccccc1)C(O)c1ccccc1 (stereo not given) | / | / | -5 | /

Source: PubChem
